# Source: PubChem BioAssay
# Mtb UGM inh – M. tuberculosis UGM enzyme inhibitors, primary screen, biochemical, fluorescence polarization, single point | purified UGM, fluorescence polarization probe displacement | inhibition, % at 10 µM | 320,000 tested, 0.06% active; in the data active = inhibition above about 10%, passing the limit was not always enough
# FBA Mtb inh – Mtb FBA enzyme inhibitors, primary screen, biochemical, fluorescence, strain H37Rv | Fructose-bisphosphate aldolase (Mycobacterium tuberculosis (strain ATCC 25618 / H37Rv)), … | purified M. tuberculosis FBA, fluorescence read-out | inhibition, % at 1 µM | 360,000 tested, 2.3% active | AID 588726, 2011; in the data active = inhibition above about 27%;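 also: 0% = vehicle and 100% = reference inhibitor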
# Target sequence (P9WQA3 whole entry, looked up): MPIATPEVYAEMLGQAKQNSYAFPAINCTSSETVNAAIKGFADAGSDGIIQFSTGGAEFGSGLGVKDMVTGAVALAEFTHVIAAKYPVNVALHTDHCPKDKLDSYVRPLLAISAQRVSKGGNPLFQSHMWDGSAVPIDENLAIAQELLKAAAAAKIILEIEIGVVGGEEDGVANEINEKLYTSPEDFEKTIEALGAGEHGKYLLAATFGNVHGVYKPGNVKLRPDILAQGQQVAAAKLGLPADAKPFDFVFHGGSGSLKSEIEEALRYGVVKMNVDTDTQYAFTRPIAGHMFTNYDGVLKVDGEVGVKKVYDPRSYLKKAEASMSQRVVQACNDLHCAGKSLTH
# 3CLpro inhibitor – SARS-CoV 3CLpro protease inhibitors, primary screen, biochemical, quenched FRET | Replicase polyprotein 1ab (Severe acute respiratory syndrome coronavirus), P0C6X7 | inhibition, % at 6 µM | 290,000 tested, 0.14% active | recombinant SARS-CoV 3CLpro, quenched FRET peptide cleavage; in the data active = inhibition above about 12%
# MazEF act – activators of E. coli MazEF toxin-antitoxin RNase, primary screen, biochemical, fluorescence, uHTS. Endoribonuclease toxin MazF (Escherichia coli (strain K12)), P0AE70. FAM/BHQ RNA-DNA oligo cleavage fluorescence, 5 h. activation, % at 20 µM. 350,000 tested, 0.32% active; in the data active = activation above about 50%
# Target sequence (P0AE70 whole entry, looked up): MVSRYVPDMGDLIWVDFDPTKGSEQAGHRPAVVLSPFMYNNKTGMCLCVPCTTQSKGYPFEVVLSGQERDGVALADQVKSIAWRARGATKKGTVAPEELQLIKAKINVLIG
# PriA SSB inh – inhibitors of Klebsiella pneumoniae PriA binding to SSB C-terminal tail, primary screen, biochemical, AlphaScreen; 430,000 tested, 0.6% active; AID 1272365, 2023; AlphaScreen SSBct-PriA binding, biotinylated peptide; inhibition, % at 33 µM; in the data active = inhibition mostly above about 37%, no sharp cut-off; inactive = mostly below about 20%;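 also: plate controls were negative control peptide for no effect and reference peptide for full effect; strong numbers were not always called active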
# Vc quorum ag – inducers of Vibrio cholerae quorum light production without autoinducers, primary screen, BH1578 luxS cqsA deficient, single point | 350,000 tested, 0.16% active | V. cholerae BH1578 lux reporter, luminescence, 6 h | activation, % at 18.7 µM; in the data active = activation mostly above about 9.7%, no sharp cut-off; also: not every result past the cut was called active; inactives centre near 0; reference of the scale not given here
# VHR inh abs – VHR1 phosphatase inhibitors, primary screen, biochemical, absorbance, uHTS. recombinant VHR phosphatase, pNPP absorbance. inhibition, % at 13.3 µM. AID 1654, 2009. 290,000 tested, 0.52% active. Dual specificity protein phosphatase 3 (Homo sapiens), P51452; in the data active = inhibition above about 50%; also: some compounds called inactive have numbers as strong as hits
# Target sequence (P51452 whole entry, looked up): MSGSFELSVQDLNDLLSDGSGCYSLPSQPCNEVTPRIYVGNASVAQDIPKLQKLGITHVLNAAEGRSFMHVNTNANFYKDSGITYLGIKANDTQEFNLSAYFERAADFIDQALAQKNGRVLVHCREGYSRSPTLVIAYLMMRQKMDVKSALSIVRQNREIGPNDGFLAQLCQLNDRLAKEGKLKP
# BioA inh – M. tuberculosis BioA enzyme inhibitors, primary screen, biochemical, plate reader, single point, HTS; 7,8-diaminopelargonic acid synthase BioA (Mycobacterium tuberculosis); purified M. tuberculosis BioA enzyme; inhibition, % at 9.99 µM; 360,000 tested, 0.096% active; AID 602481, 2012; in the data active = inhibition above about 40%
# Rv3671c inh – Rv3671c serine protease inhibitors, primary screen, biochemical, fluorescence polarization, M. tuberculosis H37Rv; P9WHR9; 320,000 tested, 0.048% active; AID 2606, 2010; inhibition, % at 5.96 µM; in the data active = inhibition above about 38%;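 also: extracellular domain of Rv3671c used as enzyme; 0% = enzyme with DMSO and 100% = no enzyme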
# Target sequence (P9WHR9 whole entry, looked up, the tested form may be a part): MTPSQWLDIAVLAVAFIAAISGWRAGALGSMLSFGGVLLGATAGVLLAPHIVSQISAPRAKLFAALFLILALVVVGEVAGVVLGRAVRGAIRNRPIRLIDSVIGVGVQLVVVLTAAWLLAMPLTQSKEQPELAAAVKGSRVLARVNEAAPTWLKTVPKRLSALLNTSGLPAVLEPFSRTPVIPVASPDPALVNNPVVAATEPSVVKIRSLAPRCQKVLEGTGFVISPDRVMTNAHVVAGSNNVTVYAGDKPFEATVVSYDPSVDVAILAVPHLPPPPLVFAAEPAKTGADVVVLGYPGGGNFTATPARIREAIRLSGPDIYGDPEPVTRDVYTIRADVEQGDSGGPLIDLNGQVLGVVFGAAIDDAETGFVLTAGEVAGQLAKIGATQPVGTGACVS
# GDH-TPI counter – GDH-TPI coupling enzyme inhibitors, primary screen, artefact control for M. tuberculosis FBA inhibitor project, biochemical, absorbance, full deck; GDH-TPI coupled enzyme counterscreen, NADH absorbance; 360,000 tested, 1.2% active; AID 588335, 2011; inhibition, % at 4.8 µM; in the data active = inhibition above about 30%;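 also: 0% = DMSO wells and 100% = wells lacking the enzyme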
# An asterisk follows results filed as active; i = inactive; nt = not tested or not shown; & = joins results of further samples. This is a subset, so the mix of outcomes need not match the whole.
cpd	structure	Mtb UGM inh	FBA Mtb inh	3CLpro inhibitor	MazEF act	PriA SSB inh	Vc quorum ag	VHR inh abs	BioA inh	Rv3671c inh	GDH-TPI counter
1	Cc1cccc(C2=NOC(=O)/C2=C\c2ccccc2F)c1	-0.6	1	nt	1	3	i	nt	-0.4	-1	-2
2	O=C(NCC1CCCO1)c1ccccc1OCc1ccc(F)cc1 (centres undefined)	-0.8	-3	nt	2	-16	1.4	nt	2.9	2	-1
3	COc1ccc(S(=O)(=O)NC(C)C(=O)NCc2ccco2)cc1OC (centres undefined)	-1.4	0	-1	-27	-15	-0.3	12	0.5	-9	0
4	CC(C)(C)OC(=O)N1CCC(C(=O)NNC(=O)c2ccc(Cl)cc2Cl)CC1	2.8	-1	-1	3	-11	-0.3	-31	-2.6	0	3
5	Cn1c(N)c(C(=O)COC(=O)CCc2ccccc2)c(=O)n(C)c1=O	1.9	0	5	2	-7	-0.3	5	9.1	1	9
6	CN(CCC#N)C(=O)c1ccc(CNS(=O)(=O)c2ccc(F)cc2)cc1	-3.1	1	-5	-2	-1	0.3	4	nt	-8	-7
7	COc1cc(C(=O)NNC(=O)CN2C(=O)NC3(CCCC3)C2=O)cc(OC)c1OC	0.0	-1	nt	7	-9	-1.2	nt	-1.6	2	-1
8	CCNc1cc(S(=O)(=O)C(F)(F)F)ccc1N	-5.7	-7	3	2	0	1.6	-7	1.9	9	5
9	Cc1ccc(S(=O)(=O)Oc2cccc([N+](=O)[O-])c2)cc1	nt	1	nt	1	10	i	nt	0.1	nt	0
10	O=c1[nH]c(C2CCN(S(=O)(=O)c3ccccc3F)CC2)nc2c1nnn2Cc1ccc(OC(F)(F)F)cc1	0.9	-1	13*	4	6	-0.2	-3	0.1	-1	-4
11	COc1cc(NC(=O)c2cc([N+](=O)[O-])ccc2Br)ccc1NC(=O)c1ccco1	-1.3	-1	5	-1	24	0.1	-4	nt	2	-2
12	Cc1ccc(CSc2nccc(-c3c(C)nc4ccccn34)n2)cc1	-0.8	5	1	-15	-4	-0.4	13	-3.0	5	6
13	CC1(C)C=Cc2c(ccc3c2OC[C@@H](c2ccc(O)cc2O)C3)O1	-2.1	2	nt	5	13	-0.3	nt	-1.9	-13	6
14	CCOc1cc(/C=C2/C(=O)ON=C2C)ccc1OCc1ccc(F)cc1	-1.4	3	1	-52	-4	-2.0	14	-0.2	0	2
15	COc1ccc(C2c3c(oc4ccccc4c3=O)C(=O)N2CCCN2CCOCC2)cc1 (centres undefined)	0.1	nt	-3	3	8	nt	nt	nt	-9	nt
16	CCc1ccc(NC(=O)Cn2nnc(C(=O)NCCc3ccc(OC)c(OC)c3)c2N)cc1	2.2	1	7	-35	2	i	2	-0.7	-5	0
17	C/C(Cl)=C/CSc1nnc2n(N)c(=O)c3ccccc3n12	-1.4	8	-3	-5	5	33*	11	nt	4	7
18	CC1CN(C(=S)NC(=O)c2ccccc2)CC(C)O1 (centres undefined)	-1.0	-2	0	3	-6	i	6	-0.2	6	6
19	CS(=O)(=O)N1CCc2cc(S(=O)(=O)N3CCN(Cc4ccc5c(c4)OCO5)CC3)ccc21	-1.6	-2	2	-2	15	2.1	18	1.7	4	12
20	Cc1cccc(NC(=O)Cn2cc([N+](=O)[O-])cn2)n1	0.5	-1	1	-1	-11	i	2	-2.5	-7	4

# Part of the list above in order of molar mass, low to high.
cpd	structure	Mtb UGM inh	FBA Mtb inh	3CLpro inhibitor	MazEF act	PriA SSB inh	Vc quorum ag	VHR inh abs	BioA inh	Rv3671c inh	GDH-TPI counter
8	CCNc1cc(S(=O)(=O)C(F)(F)F)ccc1N	-5.7	-7	3	2	0	1.6	-7	1.9	9	5
17	C/C(Cl)=C/CSc1nnc2n(N)c(=O)c3ccccc3n12	-1.4	8	-3	-5	5	33*	11	nt	4	7
5	Cn1c(N)c(C(=O)COC(=O)CCc2ccccc2)c(=O)n(C)c1=O	1.9	0	5	2	-7	-0.3	5	9.1	1	9

# More entries follow.
cpd	structure	Mtb UGM inh	FBA Mtb inh	3CLpro inhibitor	MazEF act	PriA SSB inh	Vc quorum ag	VHR inh abs	BioA inh	Rv3671c inh	GDH-TPI counter
21	Cc1ccc(SCCNC(=O)c2ccc(C)c(S(=O)(=O)Nc3cccc(C)c3)c2)cc1	2.2	-3	7	-12	10	-1.9	28	-2.2	-104	6
22	CCOC(=O)c1cc2c(n(-c3ccc(Cl)cc3)c1=O)CCCC2=O	1.8	13	-7	12	-14	-0.4	34	nt	5	2
23	NC(N)=N/N=C/c1ccc(Br)cc1	1.0	4	-1	-1	nt	-0.3	23	nt	-5	13
24	CC(C)(C)C(=O)Cn1c(=N)n(Cc2ccccc2Cl)c2ccccc21	0.9	2	6	12	-1	-0.6	-8	0.5	-1	-3
25	Cc1ccccc1NC(=O)c1nc[nH]c1C(=O)NCc1ccccc1	0.2	2	4	-2	1	i	15	nt	-4	-10
26	O=C(Nc1ncnc2sc3c(c12)CCCC3)c1ccncc1	-1.2	-4	-2	3	-13	-0.3	22	1.0	3	2
27	Cc1cc(C)cc(OCC(=O)NNC(=O)CN2C(=O)c3ccccc3C2=O)c1	-1.2	0	-4	3	9	-2.7	7	-2.0	-14	4
28	CCN1CCN(c2cc(=O)n(Cc3ccc(F)cc3)c(=O)[nH]2)CC1	-3.3	6	6	6	-13	-0.3	2	-2.3	-19	6
29	Cc1ccc(CC(=O)N2CCOCC2)cc1	1.1	3	-1	-2	-7	4.8	-7	0.3	3	8
30	Cn1c(=O)c2c(-c3cccc(Br)c3)c(C#N)c(N)nc2n(C)c1=O	-2.4	-1	-3	17	7	-0.4	13	-2.9	0	32*
31	C[C@H](NC(=O)c1nc[nH]c1C(=O)NCCCCCNC(=O)OC(C)(C)C)c1ccccc1	0.6	-4	nt	2	4	i	nt	1.1	4	-10
32	COc1ccc(NC(=O)c2ccc(C)cc2Cl)c([N+](=O)[O-])c1	0.1	6	3	13	-7	i	13	-0.6	1	-5
33	Cc1ccc(C(=O)Nc2ncc3c(n2)CC(c2ccco2)CC3=O)cc1 (centres undefined)	-1.4	3	-3	-3	-12	-0.5	25	nt	-7	13
34	Cc1sc2nc(CN3CCCC3)nc(N3CCN(S(=O)(=O)c4ccccc4)CC3)c2c1C	-0.1	1	nt	-30	0	-1.1	nt	-0.4	-2	6
35	CCCc1nc2sc3c(=O)n(N)cnc3c2c2c1CCCC2	-0.3	1	-1	33	0	i	-13	nt	1	12
36	CCc1cc2cc3c(cc2nc1SCC(=O)Nc1nccs1)OCO3	0.0	2	5	56*	3	-1.4	45	-0.6	-3	-4
37	CCN(C(=O)CSc1cccc[n+]1[O-])c1ccccc1	1.8	0	nt	-2	-3	-2.9	nt	2.2	3	5
38	CC(C)C[C@H](NC(=O)N1CC(=O)Nc2ccccc21)C(=O)N[C@H](Cc1ccccc1)C(=O)O	-0.1	2	0	3	-3	-0.4	29	0.5	-6	-2
39	CC(C)COP(=O)(c1ccc(N(C)C)cc1)C(O)c1cccnc1 (centres undefined)	-3.2	-7	-4	2	-1	-0.5	-6	nt	1	5
40	COc1ccc(S(=O)(=O)N2CCc3ccccc32)cc1[N+](=O)[O-]	-0.4	8	10	-3	8	i	0	0.1	0	2

# New compounds follow
cpd	structure	Mtb UGM inh	FBA Mtb inh	3CLpro inhibitor	MazEF act	PriA SSB inh	Vc quorum ag	VHR inh abs	BioA inh	Rv3671c inh	GDH-TPI counter
41	Cc1cc(Nc2ccccc2F)n2ncnc2n1	-0.2	3	0	4	-9	-0.2	2	0.4	6	10
42	O=C(Nc1ccc(Cl)cc1-c1nc2ccccc2s1)c1ccco1	1.7	2	2	-6	-24	-1.4	-5	nt	-19	9
43	CP(C)(=O)CCP(=O)(c1ccccc1)c1ccccc1	-0.9	-1	-4	-1	-2	-0.3	36	nt	4	-3
44	O=C(CSc1ncnc2ccccc12)NCc1ccco1	-0.5	0	-1	-2	-7&-4&-32	0.7	38	-0.5	-4	4
45	COc1cccc(NC(=O)C(=O)N2CCOCC2)c1	0.3	1	4	2	-5	i	-4	-1.7	4	3
46	O=C(Cc1ccc(S(=O)(=O)N2CCOCC2)s1)N1CCN(S(=O)(=O)c2cccc([N+](=O)[O-])c2)CC1	-1.9	3	nt	-3	-26	-0.2	nt	0.2	0	-2
47	CC(=O)N1CCN(c2ccc(S(=O)(=O)NCCN(C(C)C)C(C)C)cc2[N+](=O)[O-])CC1	-0.3	1	3	1	4	-0.2	-4	nt	-1	6
48	CCCC(=O)Nc1ccc2c(c1)COC2=O	3.1	2	-2	12	-10	i	10	nt	-1	-3
49	C[C@H](NC(=O)c1ccccc1Cl)C(=O)OCCOc1cccc(Cl)c1	0.3	5	2	-3	-9	0.1	-20	nt	3	-4
50	CNc1ccc([N+](=O)[O-])cc1-c1nc2ccccc2[nH]c1=O	-1.3	-1	-1	-14	-15	i	32	-0.5	-5	6
51	O=S(=O)(NCc1ccc(Cl)cc1)c1ccc(Cl)nc1	-2.9	2	0	2	-11	i	13	nt	-2	-7
52	COc1ccccc1N(CC(=O)Nc1ccccc1C(=O)NC(C)C)S(C)(=O)=O	1.0	-1	-3	1	1	nt	26	-1.9	10	-8
53	COc1cccc(C(=O)OCC(=O)Nc2cc(C)c(C)cc2[N+](=O)[O-])c1	-0.3	0	-2	1	2	i	-2	nt	-2	16
54	CCOC(=O)c1ccccc1NC(=O)CSc1nccn1C	-0.3	6	-5	7	3	-4.0	-13	-5.3	5	0
55	O=C(Cn1cnc2ccccc21)Nc1ccc(C(=O)O)cc1	0.8	0	1	4	-9	i	23	0.2	1	4
56	Cn1c2ccccc2c2nnc(SCC(=O)NC3CCCC3)nc21	-0.4	-1	1	6	-2	-3.1	3	0.5	4	19
57	Cc1c(OCC(F)(F)F)ccnc1CSc1nc2ccccc2[nH]1	-0.6	0	-10	6	3	3.2	11	2.6	6	3
58	Cc1ccc(-c2nc(CSCC(=O)NCC3CCCO3)c(C)o2)cc1 (centres undefined)	-0.9	5	-1	8	7	i	-9	nt	-3	-4

# Single records (already shown). Order of values: Mtb UGM inh	FBA Mtb inh	3CLpro inhibitor	MazEF act	PriA SSB inh	Vc quorum ag	VHR inh abs	BioA inh	Rv3671c inh	GDH-TPI counter
# `CP(C)(=O)CCP(=O)(c1ccccc1)c1ccccc1` as listed: -0.9	-1	-4	-1	-2	-0.3	36	nt	4	-3
# `Cn1c2ccccc2c2nnc(SCC(=O)NC3CCCC3)nc21` as listed: -0.4	-1	1	6	-2	-3.1	3	0.5	4	19
# `Cc1ccc(-c2nc(CSCC(=O)NCC3CCCO3)c(C)o2)cc1` (centres undefined) as listed: -0.9	5	-1	8	7	i	-9	nt	-3	-4
# `C[C@H](NC(=O)c1ccccc1Cl)C(=O)OCCOc1cccc(Cl)c1` as listed: 0.3	5	2	-3	-9	0.1	-20	nt	3	-4
# `Cc1cc(Nc2ccccc2F)n2ncnc2n1` as listed: -0.2	3	0	4	-9	-0.2	2	0.4	6	10
